Assay outcomes from PubChem.
HRas wt GTP bind = modulators of GTP binding to HRas wildtype, primary screen, biochemical, bead-based flow cytometry, multiplex. 190,000 compounds, 0.14% hits. GTPase HRas (Homo sapiens), P01112. GTP binding activity, % at 10 µM. GST-Ras wt beads, Bodipy-FL-GTP binding; actives lie on both sides;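 active = GTP binding activity at least 20% away from the 100% baseline, either lowered as inhibitor or raised as activator; inconclusive = flagged as likely green fluorescent, judged across all proteins in the well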;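 also: 0% = unlabeled GTP competition control and 100% = no-compound control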
Target sequence (P01112 whole entry, looked up): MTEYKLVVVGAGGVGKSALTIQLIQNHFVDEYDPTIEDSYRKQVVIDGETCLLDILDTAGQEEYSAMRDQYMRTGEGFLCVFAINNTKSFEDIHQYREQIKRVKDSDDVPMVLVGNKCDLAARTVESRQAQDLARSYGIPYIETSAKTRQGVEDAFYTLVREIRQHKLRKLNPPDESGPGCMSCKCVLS
Rab2 wt GTP = modulators of GTP binding to Rab2A wildtype, primary screen, biochemical, dog, bead-based flow cytometry, multiplex | Ras-related protein Rab-2A (Canis lupus familiaris), P61105 | GST-Rab2 wt beads, Bodipy-GTP binding | GTP binding activity, % at 10 µM | 190,000 compounds, 0.19% hits;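 active = GTP binding activity at least 20 points away from 100%, either lowered or raised; inconclusive = signal likely due to the compound's own green fluorescence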;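 also: 0% = beads with excess unlabeled GTP and 100% = no-compound control corrected for plate trend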
Rac1 act GTP bind = GTP binding modulators of activated mutant Rac1, primary screen, biochemical, bead-based flow cytometry, multiplex, fluorescent GTP | Ras-related C3 botulinum toxin substrate 1 (Homo sapiens), P63000 | GST-Rac1 activated beads; actives lie on both sides; 100% means binding = to untreated wells | percent activity (GTP binding), % at 10 µM | AID 764, 2007 | 190,000 compounds, 0.11% hits;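 active = GTP binding at least 20 percentage points away from the 100% baseline, in either direction, so actives lie on both sides; inconclusive = Compound likely fluorescent itself, or too few beads counted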
Rac1 wt GTP bind = wildtype Rac1 GTP binding modulators, primary screen, biochemical, GST-Rac1 beads, flow cytometry, multiplex. AID 757, 2007. fluorescent GTP binding; actives lie on both sides; 0 = cold GTP competed, 100 = untreated. GTP binding activity (% of control), % at 10 µM. Ras-related C3 botulinum toxin substrate 1 (Homo sapiens), P63000. 190,000 compounds, 0.27% hits;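 active = GTP binding activity at least 20 points away from the 100% control level, either lower or higher; inconclusive = compound flagged as likely green fluorescent, judged across all proteins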
Cdc42 wt = modulators of GTP binding to wildtype Cdc42, primary screen, biochemical, multiplex bead flow cytometry, Bodipy-GTP. percent activity (GTP binding), % at 10 µM. 190,000 compounds, 0.2% hits. AID 761, 2007. Cell division control protein 42 homolog (Homo sapiens), P60953. GST-Cdc42 beads; actives lie on both sides;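 active = percent activity GTP binding at least 20 points away from the 100% baseline, either down as inhibitor or up as activator; inconclusive = compound flagged as likely green fluorescent from well-wide comparison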;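 also: median bead fluorescence of bound Bodipy-FL-GTP at 100 nM; 0% = excess unlabeled GTP control and 100% = no compound control; below 100% means less GTP binding so inhibitor and above means activator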
Target sequence (P60953 whole entry, looked up): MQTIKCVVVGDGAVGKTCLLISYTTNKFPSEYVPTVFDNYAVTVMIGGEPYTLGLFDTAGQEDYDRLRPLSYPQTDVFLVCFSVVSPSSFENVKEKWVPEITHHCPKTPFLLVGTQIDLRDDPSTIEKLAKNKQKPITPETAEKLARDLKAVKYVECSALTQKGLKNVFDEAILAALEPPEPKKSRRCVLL
Mcl1-Noxa inh = Mcl-1/Noxa binding inhibitors, primary screen, biochemical, TR-FRET, 1536-well; 220,000 compounds, 1.5% hits; TR-FRET Mcl-1/Noxa peptide binding, 2 h; inhibition, % at 21.7 µM; Induced myeloid leukemia cell differentiation protein Mcl-1 (Homo sapiens), Q07820;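 active = compounds that cut the protein-peptide binding signal by more than 50% relative to plate controls in a single-dose test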;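 also: His-tagged Mcl-1 with rhodamine Noxa BH3 peptide and terbium anti-His antibody; 0% = Mcl-1 plus Noxa peptide wells and 100% = peptide-only wells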
Avidin bead fluor = green autofluorescence of compounds with avidin beads – biophysical, 488/530 nm, flow cytometry, artefact control, profiling panel | compound fluorescence 488/530 nm; active compounds read high | fluorescence (KMESF) at 10 µM | 220,000 compounds, 0.38% hits | AID 1775, 2009; in the data active = fluorescence above about 47; also: inactives centre near 10
ABCB1 block = ABCB1 efflux pump inhibitors, primary screen, cell-based, multiplex, flow cytometry, ABCG2 counter-screen. CCRF-Adr cells, JC-1 efflux. inhibition, % at 6.6 µM. 190,000 compounds, 0.067% hits; in the data active = inhibition above about 40%;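 also: 0% = vehicle and 100% = reference inhibitor; higher value means more JC-1 retained so stronger ABCB1 efflux block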
Pf gamet viab = late stage P. falciparum gametocyte viability inhibitors, primary screen, ATP luminescence, HTS. P. falciparum stage V gametocytes, 24 h. inhibition, % at 10.9 µM. 150,000 compounds, 0.065% hits. AID 743093, 2013;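 active = inhibition above the mean plus 3 SD of compounds within the control limits, set per campaign, cut at about 38% in these data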;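 also: 0% = DMSO wells and 100% = medium only without gametocytes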
ABCG2 inh = ABCG2 efflux pump inhibitors, primary screen, multiplex with ABCB1, IgMXP3 cells, flow cytometry | inhibition, % at 6.6 µM | 190,000 compounds, 0.1% hits | AID 1325, 2008 | JC-1 efflux | Broad substrate specificity ATP-binding cassette transporter ABCG2 (Homo sapiens), Q9UNQ0;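 active = inhibition above 80%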;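 also: 0% = DMSO and 100% = nicardipine control wells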
Target sequence (Q9UNQ0 whole entry, looked up): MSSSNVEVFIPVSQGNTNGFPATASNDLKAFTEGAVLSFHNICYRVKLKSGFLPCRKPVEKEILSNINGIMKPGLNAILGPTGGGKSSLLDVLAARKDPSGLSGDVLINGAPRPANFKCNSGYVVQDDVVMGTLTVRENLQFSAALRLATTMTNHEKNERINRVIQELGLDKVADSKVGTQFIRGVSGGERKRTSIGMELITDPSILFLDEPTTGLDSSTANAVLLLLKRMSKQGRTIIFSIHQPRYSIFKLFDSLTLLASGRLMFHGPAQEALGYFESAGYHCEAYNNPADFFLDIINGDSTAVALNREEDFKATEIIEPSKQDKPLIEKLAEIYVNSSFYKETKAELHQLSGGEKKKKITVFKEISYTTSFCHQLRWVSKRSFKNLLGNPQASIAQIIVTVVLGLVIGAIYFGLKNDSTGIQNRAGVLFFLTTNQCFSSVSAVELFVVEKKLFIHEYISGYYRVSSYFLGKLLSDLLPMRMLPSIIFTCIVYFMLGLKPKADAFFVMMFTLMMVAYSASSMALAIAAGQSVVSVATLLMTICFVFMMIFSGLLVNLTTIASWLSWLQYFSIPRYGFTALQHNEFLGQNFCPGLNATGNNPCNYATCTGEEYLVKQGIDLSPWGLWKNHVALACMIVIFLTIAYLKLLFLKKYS
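Test system: IgMXP3 cells (ABCG2) mixed with DDAO far-red-labelled CCRF-Adr cells (ABCB1). Reagent: JC-1 transporter substrate. Compound dosing: single test compound dose, 6.6 µM final. Times: 10 min compound exposure, 25 °C. Detection: flow cytometry of retained JC-1 fluorescence. Read-out basis: efflux inhibition in percent versus controls. Controls: nicardipine and DMSO wells.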
Rab7 wt GTP bind = modulators of GTP binding to Rab7, primary screen, biochemical, wildtype, multiplex bead flow cytometry; 190,000 compounds, 0.055% hits; GTP binding activity (percent of control), % at 10 µM; Rab7 GTPase wild type (dog), Bodipy-FL-GTP binding; GST-Rab7 beads, fluorescent GTP binding; actives lie on both sides; untreated = 100%, excess cold GTP = 0%;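 active = fluorescent GTP binding to Rab7 beads changed by at least 20 points from the 100% baseline, either direction, mostly lower; inconclusive = compound itself probably fluorescent, or too few beads counted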;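 also: median green fluorescence of bound Bodipy-FL-GTP per Rab7 bead population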
* marks the source's active call; other numbers are inactive results; ? = inconclusive; / = not tested or not shown. Random draw from the library; overall some 2.3% were active at least once.

SMILES	HRas wt GTP bind	Rab2 wt GTP	Rac1 act GTP bind	Rac1 wt GTP bind	Cdc42 wt	Mcl1-Noxa inh	Avidin bead fluor	ABCB1 block	Pf gamet viab	ABCG2 inh	Rab7 wt GTP bind
O=C(NN=C1CCCCCCC1)C(=O)NC1CCCCC1	99.0	101.0	97.0	99.0	98.0	0.2	24	-1.8	/	18.9	102.0
CC1CCN(c2ccccc2NC(=O)c2ccc(C#N)cc2F)CC1	95.0	97.0	100.0	98.0	98.0	-11.9	10	0.4	/	12.3	95.0
Cc1ccc(NC(=O)CSCC(=O)O)c(C)c1	100.0	99.0	100.0	106.0	105.0	-19.1	13	-0.3	/	0.1	100.0
COCCN1C(=O)c2ccccc2C(C(=O)N2CCN(c3ccccn3)CC2)C1c1ccc(F)cc1 (stereo unspecified)	103.0	102.0	103.0	109.0	108.0	-13.4	33	0.0	/	-3.4	100.0
CCn1c(SCC(=O)c2ccccc2)nc2c(c1=O)SC(C)C2 (stereo unspecified)	96.0	96.0	96.0	96.0	99.0	2.6	14	2.2	/	16.4	96.0
CCCCC(=O)Nc1ccc(C(=O)NNC(=O)c2ccco2)cc1	99.0	100.0	99.0	104.0	101.0	16.0	14	0.3	/	5.7	98.0
COC(=O)c1cc(CN2CCN(c3ccccc3C)CC2)ccc1O	105.0	101.0	101.0	115.0	107.0	12.4	10	-0.1	/	0.7	104.0
COc1ccccc1N1CCN(C(=O)c2cnn3cccnc23)CC1	93.0	94.0	92.0	87.0	92.0	/	13	0.3	/	1.3	96.0
CC(=O)Nc1nc(C)nc(-c2ccccc2)c1C(C)=O	101.0	101.0	101.0	108.0	104.0	11.1	23	0.2	/	-1.1	98.0
CCOC(=O)c1sc(NC(=O)CSc2nccc(C)n2)c(C#N)c1C	100.0	100.0	100.0	106.0	103.0	-1.3	7	-0.6	/	16.3	99.0
COc1ccc(C)cc1S(=O)(=O)N(C)CC(N)=O	101.0	98.0	98.0	103.0	102.0	12.9	14	0.5	0.5	5.2	96.0
COc1cc(C)c(S(=O)(=O)NC2CC(C)(C)NC(C)(C)C2)cc1C	97.0	96.0	96.0	96.0	99.0	16.4	8	0.1	/	0.0	100.0
CSc1cccc(NC(=O)c2ccc(Cl)nc2)c1	100.0	100.0	99.0	101.0	103.0	16.3	12	0.6	/	2.3	98.0
Cc1cc(NC(=O)Cc2cccs2)nn1CC(=O)NCc1ccco1	99.0	96.0	97.0	96.0	97.0	1.7	8	1.3	-4.7	7.7	96.0
CC1CCCC(C)N1CCCNC(=O)c1cc2c(=O)n(C)c3ccccc3c2n1C (stereo unspecified)	99.0	99.0	99.0	103.0	102.0	30.5	8	-2.2	/	-3.8	100.0
C/C(=N\NC(=O)CSc1nc2ccccc2o1)c1ccc(O)cc1	93.0	93.0	91.0	96.0	93.0	16.2	11	-0.5	3.3	0.1	93.0
CCNC(=O)O/N=C(\C)c1sc(-c2ccc(Cl)cc2)nc1C	93.0	93.0	95.0	96.0	95.0	-3.2	1	-0.1	9.1	-0.1	93.0
CCC(C)[C@H](NC(=O)OC(C)(C)C)C(=O)N/N=C/c1ccc2cc(OC)ccc2n1 (stereo partly specified)	94.0	95.0	97.0	95.0	94.0	-2.1	5	1.5	-15.9	22.9	98.0
COCCn1c(C)cc(C(=O)CN2C(=O)NC3(CCCCCCC3)C2=O)c1C	98.0	98.0	96.0	96.0	102.0	/	15	1.1	4.6	2.7	98.0
COc1cccc(N2CCN(c3ncnc4c3cnn4-c3ccc(C)cc3C)CC2)c1	95.0	93.0	98.0	102.0	96.0	14.0	1	0.6	/	0.1	93.0
CCOC(=O)c1sc2c(c1C)C(c1cccs1)C1=C(CCCC1=O)N2 (stereo unspecified)	99.0	98.0	98.0	100.0	100.0	-0.8	35	1.4	/	3.5	99.0
COc1cccc(OCCSc2nnc3sc4ccccc4n23)c1	95.0	96.0	96.0	98.0	98.0	21.9	9	-0.1	/	1.7	96.0
O=C(NCCCl)Nc1cccc(Br)c1	98.0	92.0	97.0	101.0	95.0	23.6	12	-0.2	5.0	12.5	96.0
N#CCO/N=C(\c1ccccc1)c1ccncc1	101.0	102.0	100.0	100.0	102.0	-19.4	/	0.3	/	1.1	101.0
COc1ccc(N2CCN(S(=O)(=O)c3ccc(C(=O)NC4CCCC4)cc3)CC2)cc1	99.0	101.0	100.0	105.0	100.0	17.9	31	0.3	6.8	15.9	100.0
O=C(CSc1nc(-c2ccc(F)cc2)cc(C(F)(F)F)n1)Nc1ccc2c(c1)OCO2	98.0	99.0	101.0	98.0	96.0	14.7	14	0.0	/	2.2	97.0
COCCCNc1nc(SCc2ccccc2)nc2sc3c(c12)CCC3	98.0	97.0	96.0	98.0	96.0	14.1	19	2.2	-8.3	12.7	100.0
CCOC(=O)c1cn(-c2nc(-c3ccc(Cl)c(Cl)c3)cs2)c2c(F)c(N3CCOCC3)c(F)cc2c1=O	102.0	100.0	100.0	103.0	101.0	0.8	15	0.8	1.1	2.8	102.0
Fc1ccc(N2CCN(Cc3cnc(N4CCOCC4)s3)CC2)cc1	102.0	99.0	95.0	99.0	97.0	4.0	16	0.7	20.4	5.3	103.0
O=[n+]1cc(-c2ccc(Cl)cc2)n([O-])c2c1CCCCC2	102.0	99.0	101.0	102.0	102.0	-4.1	15	-0.1	19.1	-0.1	102.0
CCOC(=O)c1c(NC(=S)NC(=O)/C=C/c2cccs2)sc(C)c1C	101.0	103.0	101.0	105.0	101.0	48.9	9	-0.6	-2.6	-0.8	100.0
Cc1nn(C)cc1/C=N\NC(=O)c1ccc2c(c1)c(C)c(C)n2Cc1ccccc1	102.0	99.0	98.0	103.0	101.0	18.8	9	0.1	/	0.8	102.0
c1ccc(-c2cc3nccc(-c4ccccn4)n3n2)cc1	97.0	99.0	100.0	104.0	100.0	18.5	23	-0.8	0.2	49.1	102.0
CCOc1ccccc1N1CCN(C/C=C/c2ccc(N(C)C)cc2)CC1	103.0	101.0	101.0	106.0	103.0	-15.4	10	0.7	/	3.0	105.0
Cc1c(C#N)c(NC(=O)c2ccccc2)n(Cc2ccccc2)c1C	104.0	102.0	99.0	105.0	102.0	-11.3	9	-1.3	17.2	2.8	103.0
CC(C)CN(C(=O)COC(=O)C12CC3CC(CC(O)(C3)C1)C2)C1CCS(=O)(=O)C1 (stereo unspecified)	102.0	99.0	102.0	110.0	102.0	-3.8	7	0.8	/	8.9	101.0
COc1ccc(N(C)C2=NS(=O)(=O)c3ccccc32)cc1	100.0	99.0	97.0	104.0	101.0	12.2	10	0.3	17.5	2.0	98.0
CC(C)C[C@H](NC(=O)c1nc[nH]c1C(=O)N1CCN(C(=O)OC(C)(C)C)CC1)C(=O)OCc1ccccc1	95.0	96.0	95.0	97.0	96.0	-28.7	6	0.9	/	8.2	96.0
Cc1c(Cl)ccc2c(C(=O)NC(C)c3ccncc3)cc(-c3ccncc3)nc12 (stereo unspecified)	93.0	94.0	89.0	92.0	92.0	29.6	10	3.0	/	16.5	96.0
Cc1cc(NC(=O)CCCC(=O)NCc2cccs2)no1	102.0	105.0	100.0	105.0	106.0	16.8	12	0.1	/	4.8	105.0
O=C(Nc1nnc(COc2ccccc2)s1)C1CCN(S(=O)(=O)c2ccc(Cl)cc2)CC1	101.0	99.0	97.0	101.0	101.0	8.3	21	0.1	/	1.3	103.0
Cc1ccc(NC(=O)Nc2cc(C)on2)cc1	100.0	96.0	96.0	103.0	97.0	24.8	10	0.8	12.8	3.9	102.0
Cc1occc1C(=O)N/N=C/C1=C(N2CCOCC2)C(=C\c2ccc(Cl)cc2Cl)/CC1	98.0	98.0	97.0	98.0	96.0	-2.1	11	-0.7	10.5	-14.0	95.0
O=C(NCCO)C(c1ccccc1)c1ccccc1	101.0	104.0	98.0	98.0	102.0	-6.2	9	0.5	-8.0	0.8	100.0
S=C(Nc1ccc(Cl)c(Cl)c1)NC1CCCCC1	?	?	?	?	?	6.0	11	0.6	/	6.6	?
CSc1ccc(/C=N/NC(=O)CN2CCN(Cc3ccc(C)cc3)CC2)cc1	97.0	99.0	97.0	103.0	101.0	0.1	11	0.8	8.3	2.5	98.0
CSC1=NCCN1C(=O)c1ccc(S(=O)(=O)N(C)C)cc1	106.0	102.0	101.0	105.0	107.0	13.1	8	-2.0	/	-3.4	106.0

A different layout for 4 compounds above.
Molecule,HRas wt GTP bind,Rab2 wt GTP,Rac1 act GTP bind,Rac1 wt GTP bind,Cdc42 wt,Mcl1-Noxa inh,Avidin bead fluor,ABCB1 block,Pf gamet viab,ABCG2 inh,Rab7 wt GTP bind
Cc1ccc(NC(=O)Nc2cc(C)on2)cc1,100.0,96.0,96.0,103.0,97.0,24.8,10,0.8,12.8,3.9,102.0
CC(C)C[C@H](NC(=O)c1nc[nH]c1C(=O)N1CCN(C(=O)OC(C)(C)C)CC1)C(=O)OCc1ccccc1,95.0,96.0,95.0,97.0,96.0,-28.7,6,0.9,/,8.2,96.0
Cc1cc(NC(=O)CCCC(=O)NCc2cccs2)no1,102.0,105.0,100.0,105.0,106.0,16.8,12,0.1,/,4.8,105.0
CSC1=NCCN1C(=O)c1ccc(S(=O)(=O)N(C)C)cc1,106.0,102.0,101.0,105.0,107.0,13.1,8,-2.0,/,-3.4,106.0
